aSyn yeast rescue: qHTS of alpha-syn Inhibitors: NCGC Sytravon Library Screen; S. cerevisiae alpha-synuclein toxicity rescue, BacTiter-Glo growth, 24 h; AID 1347070, 2019; 94,000 tested, 0.02% active; Potency, µM (series often up to 46.1 µM), inactives show top-dose growth rescue (activation), hits mostly activators; active means well fitted activation curve with a large enough effect; inconclusive means small, poorly fitted or top-dose-only effect; further: 0% is about no effect
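Growth restoration measured by BacTiter-Glo luminescence after 24 hr at 30 deg C; alpha-synuclein yeast, raffinose-pregrown to mid-log, were added at OD600=0.02 in galactose medium onto pinned compounds.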
* marks the source's active call; other numbers are inactive results; ? = inconclusive. Potency means the concentration at half of the fitted maximal effect.

SMILES	aSyn yeast rescue
COc1ccc(NC(=O)c2ccco2)cc1NC(=O)c1cc(Cl)ccc1OC	-6%
COC(=O)c1cc(=O)nc2scc(C)n12	-1%
COc1ccc2oc(N)c(C=O)c(=O)c2c1	16%
O=C(NC1(C(F)(F)F)C(=O)Nc2c1c(=O)[nH]c(=O)n2-c1ccc(F)cc1)c1ccccc1 (stereo unspecified)	-6%
COc1ccc(C(=O)NCC(c2ccc3c(c2)OCO3)N2CCN(C)CC2)cc1OC (stereo unspecified)	-6%
Cc1cc(C)c(S(=O)(=O)N2CCN(C(=O)C3CC3)CC2)c(C)c1	-5%
CCN(c1ccccc1)S(=O)(=O)c1cccc(C(=O)NCC(c2cccs2)N(C)C)c1 (stereo unspecified)	4%
CCCN(CCC)c1nc(N(CCC)CCC)[nH]c(=O)n1	-13%
Cc1ccc(F)c(NC(=O)c2cncn2-c2ccccc2)c1	-10%
CCc1ccccc1NC(=O)CN1C(=O)c2cccnc2Sc2ccccc21	3%
COc1ccc(-n2c(CNC(=O)COc3ccc(Cl)cc3)n[nH]c2=S)cc1	0%
Clc1ccc2nc(C(Cl)(Cl)Cl)[nH]c2c1	0%
CCCC(C)NC(=O)Cn1c(=O)c2c(ncn2CCC(C)C)n(Cc2ccccc2)c1=O (stereo unspecified)	1%
Cc1ccc2nc(NC(=O)c3nc(SCc4ccccc4C)ncc3Cl)sc2c1	-13%
COc1ccc(OCCNC(=O)c2ccccc2OCC(=O)Nc2ccc(NC(C)=O)cc2)cc1	1%
COc1ccc(-c2[nH]ncc2C(=O)NCc2cccc(F)c2)cc1	0%
COc1ccc(-n2c(Cc3cccn3C)nnc2SCC(=O)N2CCC(C)CC2)cc1	11%
Cc1[nH]c(=O)c(C#N)c(C)c1CCC(=O)Nc1cc(S(C)(=O)=O)ccc1Cl	-14%
O=C(O)CCCCn1c(SCC(=O)Nc2ccccc2C(F)(F)F)nc2ccsc2c1=O	0%
CC(C)CCOc1ccc(Oc2nc(N(C)C)nc(N(C)C)n2)nn1	6%
O=C(NNC(=O)c1sccc1-n1cccc1)Nc1ccccc1	-9%
CC1CCN(S(=O)(=O)c2ccc3c(c2)N(CC(=O)NCCCOC(C)C)C(=O)CO3)CC1	-9%
COc1ccc(NC(=O)c2c([N+](=O)[O-])c(C(C)(C)C)nn2C)cc1	-6%
O=C(c1cc2cc(Cl)ccc2o1)N1CCCCCC1	10%
COc1cccc(CN(C)CC(=O)Nc2sc3c(c2C#N)CCC3)c1	11%
(list continues)
SMILES	aSyn yeast rescue
O=C(O)C(=Cc1ccc([N+](=O)[O-])cc1)c1cccc(Cl)c1	-4%
CCC1CCCCN1C(=O)c1cc2c(=O)n3cccc(C)c3nc2s1 (stereo unspecified)	-11%
Cc1cccc(NC(=O)c2cc3c(=O)n4cccc(C)c4nc3s2)c1C	0%
Cc1cccc(N(C(=O)CCC(=O)Nc2ccccn2)C(C(=O)NC(C)C)c2ccc(F)cc2)c1 (stereo unspecified)	0%
COc1ccc(CCC(=O)NNC(=O)c2cc(Cl)ccc2OC)cc1OC	6%
COc1ccc(Cn2ccnc2SCC(=O)Nc2ccc(C)cc2C)cc1	2%
CCC(=O)N1CCc2cc(Br)cc(S(=O)(=O)N3CCN(c4ccccc4OC)CC3)c21	1%
Cc1ccc(NC(=O)CSCC(=O)N(C)CC(=O)Nc2cccc3ccccc23)cc1	-1%
CCCCNC(=O)CCn1c(=O)c2cccn2c2cccnc21	-6%
O=C(O)C(Cc1ccccc1)N1C(=O)C=CC1=O (stereo unspecified)	3%
CCCn1c2ccccc2c2cnn(CC(=O)Nc3cc(OC)c(OC)c(OC)c3)c(=O)c21	-7%
CCOc1cc(CNC(=O)CSc2n[nH]c(-c3ccccc3)n2)cc(OCC)c1OCC	4%
CC(C)OC(=O)N(C)C[C@@H]1OCc2ccccc2-c2c(n(C)c3ccccc23)C(=O)N([C@@H](C)CO)C[C@H]1C	5%
CCOC(=O)c1sc2ccccc2c1S(=O)(=O)N1CCN(c2cccc(C)c2C)CC1	4%
CCC1CCCCN1C(=O)CCS(=O)(=O)c1cc2c(cc1C)NC(=O)CO2 (stereo unspecified)	5%
Cc1ccc(-c2noc(-c3cccnc3NCc3ccco3)n2)cc1	1%
C#CCSc1[nH]c(=O)cc(C)c1C#N	-11%
CCOC(=O)CC/C(C)=N\N=C1\SC(CC(=O)O)C(=O)N1c1ccccc1 (stereo unspecified)	10%
CCCCNC(=O)CSc1nc2n[nH]c(C)c2c(=N)n1-c1cccc(Cl)c1C	-7%
Cc1ccc(S(=O)(=O)Nc2cc3c4c(c2)CCC(=O)N4CCC3)cc1	1%
Cc1ccc(CNC(=O)c2ccc(CSCc3ccc(Cl)cc3)o2)cc1	6%
CN(C)C(=O)CN1C(=O)NC(c2ccccc2)(c2ccccc2)C1=O	14%
O=C(NCC(c1ccco1)S(=O)(=O)c1ccc(Cl)cc1)c1ccc(C(F)(F)F)cc1 (stereo unspecified)	0%
Cc1ccc(C(=O)Nc2cccnc2)cc1S(=O)(=O)N1CCCCC1	6%
O=C(CCC(=O)NNC(=O)COc1ccc(Br)cc1Br)NCc1ccccc1	-1%
(list continues)
SMILES	aSyn yeast rescue
COc1ccc(CC(=O)NCc2ccc3c(c2)CCN3C(C)=O)cc1OC	0%
COc1ccc(N2CCN(c3c4c(nc5nncn35)CCC4)CC2)cc1	1%
Cc1ccc(CN(Cc2ccco2)C(=O)COc2ccc(C)c(C)c2)cc1	1%
CC1CCCCN1C(=O)CSc1nc2ccccc2nc1Cc1ccc(Cl)cc1 (stereo unspecified)	2%
COCCCNC(=O)C1CCN(c2nn3cc(-c4ccc(F)cc4)nc3s2)CC1	-5%
Cc1ccc(N(C)C(=O)CN2C(=O)CCc3cc(S(=O)(=O)N4CCOCC4)ccc32)cc1	-2%
COCCNc1oc(-c2ccccc2)nc1S(=O)(=O)c1ccc(Br)cc1	?
Cc1ccccc1Nc1c(-c2ccc(Cl)s2)nc2cccc(C)n12	-20%
COc1ccc(S(=O)(=O)N2CCCC2CNC(=O)c2cccc(OC)c2)cc1 (stereo unspecified)	0%
O=C(Cn1c(SCCOc2ccc(Cl)cc2)nc2ccccc21)N1CCCCC1	21%
CC(=O)c1c(C)[nH]c(C(=O)OC(C)C(=O)NC2CCCCC2)c1C (stereo unspecified)	-14%
COc1cccc(C(C(=O)NCC2CCCO2)N(C(=O)Cn2nnc3ccccc32)c2ccc(NC(C)=O)cc2)c1 (stereo unspecified)	3%
COc1cc(NS(=O)(=O)c2ccc(NC(=S)NC(=O)c3ccco3)cc2)ncn1	1%
CN1CCN(C(=O)/C(=C\c2cccs2)NC(=O)c2ccccc2)CC1	10%
COC(=O)CC1(c2ccc(OC)cc2)C(=O)c2ccccc2C1=O	2%
Cc1cccc(C)c1-n1ncc(C(=O)NCCCN2CCCCC2)c1C1CCN(C(=O)OC(C)(C)C)CC1	27%
CCN(CC)S(=O)(=O)c1ccc2c(c1)N(CC(=O)Nc1ccccc1F)C(=O)C1CCCN21 (stereo unspecified)	-5%
O=c1c(-c2cc(-c3ccccc3)nc3c2COc2ccc(Cl)cc2-3)coc2ccc(F)cc12	0%
O=C(C1CCCCC1)N1C[C@H](O)[C@@H](n2cc(-c3ccc(F)cc3)nn2)C[C@@H]1c1ccccc1	5%
Cc1cccc(-n2ccnc2SCC(=O)Nc2ccccc2C(F)(F)F)c1	4%
CNC(=O)C[C@@H]1C(=O)N(c2ccc(OC)cc2)CC1(C)C	4%
CSc1ncc(C(=O)NCc2cccc(F)c2)c(-c2ccccc2)n1	2%
COc1ccc(CCN(Cc2cc3ccc(C)cc3n3nnnc23)C(C)=O)cc1OC	-1%
CCOCCCNc1nc2cc(OC)c(OC)cc2c2nc(-c3ccccc3)nn12	3%
Cc1ccc(C(=O)/C=C/c2cn(CC(O)CN3CCCCCC3)c3ccccc23)cc1 (stereo unspecified)	9%
(continued)
SMILES	aSyn yeast rescue
CCOc1ccc(NC(=O)C2CC(=O)OC2c2ccccc2)cc1 (stereo unspecified)	5%
Cc1ccc(-n2c(=O)c3cccnc3n2CC(=O)Nc2ccccc2C(F)(F)F)cc1C	5%
CCN(CC)c1ccc(C(=S)NCc2ccccc2)cc1	8%
CCOc1cc(/C=C2\COc3ccccc3C2=O)ccc1OCC(=O)N(C)C	1%
Cc1c(Cl)cccc1NC(=O)NCc1c(-n2cccc2)sc2c1CCCC2	-5%
CCOC(=O)Cn1nc(C)c(NC(=O)COc2ccc(C)c(C)c2)c1C	7%
CCCCN(S(=O)(=O)c1ccccc1)S(=O)(=O)c1ccccc1	9%
COc1cccc(CNC(=O)CCS(=O)(=O)c2cc3c4c(c2)CCN4C(=O)CC3)c1	2%
COc1ccc(-c2csc(N(CCCN(C)C)C(=O)c3ccc(OC)c(OC)c3)n2)cc1	8%
CC(C)Cc1ccc(C(C)C(=O)Nc2ccccc2O)cc1 (stereo unspecified)	3%
Cc1cnc(C(=O)OCc2ccc(Br)cc2)cn1	-5%
Cc1ccc2c(=O)cc(C(=O)Nc3ccc(S(=O)(=O)N4CCCCC4)cc3)oc2c1	-8%
CC1=C(C(=O)Nc2ccc(C)cc2Cl)C2(CCCCCC2)OC1=O	-15%
COc1cc(OC)cc(C(=O)Nc2ccc(-c3nc4cc(C(C)C)ccc4o3)cc2)c1	9%
Cc1ccc(-c2noc(CCCC(=O)NC3CCCC3)n2)cc1	3%
Cc1nn(CC(=O)Nc2ccc(OC(F)(F)F)cc2)c(=O)c2c(C)n(-c3ccc(Cl)cc3)nc12	-10%
COc1cc([N+](=O)[O-])cc(/C=N/NC(=O)CSc2ccccn2)c1O	1%
CN(CC(=O)Nc1ccccc1N1CCCC1)S(=O)(=O)c1ccc(F)cc1	-1%
CCOc1ccc(S(=O)(=O)N2CCC(C(=O)NC3CC3)CC2)cc1C	12%
COc1ccc(-c2cc3c(=O)n(CC(=O)Nc4ccc(Br)c(C)c4)ccn3n2)cc1OC	-2%
O=[N+]([O-])c1ccc(S(=O)(=O)N2CCN(c3ccc(N4CCOCC4)nn3)CC2)cc1	7%
Cc1ccc(S(=O)(=O)N2CCC(C(=O)Nc3nnc(C)s3)CC2)cc1	-14%
COc1ccc(NC(=O)CN(C)S(=O)(=O)c2cnc[nH]2)cc1Cl	0%
CCOc1ccccc1C(=O)N1CCc2cc(OC)c(OC)cc2C1COc1ccc(OC)cc1 (stereo unspecified)	0%
CCOC(=O)c1c(NC(=O)c2cc(CC)on2)sc(C(C)=O)c1C	-9%
Continued:
SMILES	aSyn yeast rescue
CCCCCCn1c(CNC(=O)c2ccccc2)nc2ccccc21	8%
CC(=O)Nc1ccc(NC(=O)c2oc3ccc4c(c3c2C)C(=O)CC(C)(C)O4)cc1	-1%
Cc1cc(C)cc(NC(=O)c2cc(S(=O)(=O)N3CCc4ccccc43)cn2C)c1	-4%
Cc1ccc(-c2noc(-c3ccc(N4CCCCC4)c([N+](=O)[O-])c3)n2)cc1	-2%
Cc1oc(-c2ccc(F)cc2F)nc1CN1CCN(C(=O)c2ccco2)CC1	-7%
Cc1cc(Br)ccc1NC(=O)C(NS(=O)(=O)c1cccs1)c1ccccc1 (stereo unspecified)	2%
COCCCNC(=O)c1c(NC(=O)Cc2coc3cc(C)ccc23)sc2c1CCCC2	5%
c1ccc2c(NCCc3c[nH]c4ccccc34)c3ccccc3nc2c1	1%
CC(C)C1N(C(=O)N(C)C)CCN1S(=O)(=O)c1ccccc1 (stereo unspecified)	-1%
CCC1CN(C(=O)Nc2ccc(Br)cc2F)c2ccccc2S1 (stereo unspecified)	7%
O=C(N/N=C/c1ccc(O)cc1)c1cc(C23CC4CC(CC(C4)C2)C3)[nH]n1	-11%
CCC(C)NC(=O)NC(=O)CSc1nnc(-c2ccccc2F)n1C1CC1 (stereo unspecified)	1%
CN(C)/C=C1\N=C(c2cccnc2Oc2ccc(Cl)cc2)OC1=O	6%
COc1ccc2c(c1)sc1ncc(C(=O)NCc3cccc(C)c3)c(=O)n12	-1%
O=C(O)c1cccc(-c2ccc(/C=N/Nc3ccc([N+](=O)[O-])cc3)o2)c1	2%
O=C1NN(c2ccccc2)C(=O)C1=Cc1ccccc1	-5%
C=Cc1ccc(Cn2c(C(=O)O)c(CNCCc3ccccc3)c3ccc(C)cc32)cc1	-3%
O=C(NCCCl)Nc1ccc(Cl)c([N+](=O)[O-])c1	-5%

An excerpt of these results, bar-delimited:
structure | aSyn yeast rescue
CCCCNC(=O)CCn1c(=O)c2cccn2c2cccnc21 | -6%
O=C(O)C(Cc1ccccc1)N1C(=O)C=CC1=O (stereo unspecified) | 3%

Compounds from the list above that contain an NH in an aromatic ring:
SMILES	aSyn yeast rescue
O=C(NC1(C(F)(F)F)C(=O)Nc2c1c(=O)[nH]c(=O)n2-c1ccc(F)cc1)c1ccccc1 (stereo unspecified)	-6%
CCCN(CCC)c1nc(N(CCC)CCC)[nH]c(=O)n1	-13%
COc1ccc(-n2c(CNC(=O)COc3ccc(Cl)cc3)n[nH]c2=S)cc1	0%
Clc1ccc2nc(C(Cl)(Cl)Cl)[nH]c2c1	0%
COc1ccc(-c2[nH]ncc2C(=O)NCc2cccc(F)c2)cc1	0%
Cc1[nH]c(=O)c(C#N)c(C)c1CCC(=O)Nc1cc(S(C)(=O)=O)ccc1Cl	-14%
CCOc1cc(CNC(=O)CSc2n[nH]c(-c3ccccc3)n2)cc(OCC)c1OCC	4%
C#CCSc1[nH]c(=O)cc(C)c1C#N	-11%
CCCCNC(=O)CSc1nc2n[nH]c(C)c2c(=N)n1-c1cccc(Cl)c1C	-7%
CC(=O)c1c(C)[nH]c(C(=O)OC(C)C(=O)NC2CCCCC2)c1C (stereo unspecified)	-14%
COc1ccc(NC(=O)CN(C)S(=O)(=O)c2cnc[nH]2)cc1Cl	0%
c1ccc2c(NCCc3c[nH]c4ccccc34)c3ccccc3nc2c1	1%
O=C(N/N=C/c1ccc(O)cc1)c1cc(C23CC4CC(CC(C4)C2)C3)[nH]n1	-11%

Screens: PubChem, National Center for Advancing Translational Sciences (NCATS)

Only part of the results is shown; rates above refer to the full screens.
